# N370S GC: inhibitors or activators of N370S glucocerebrosidase for Gaucher disease; P04062; N370S GC spleen homogenate, 4MU-glucoside fluorescence; Potency, µM (highest dose often 59.4 µM), for the others: at the top dose activity change, negative = inhibition, actives largely listed as inhibitors; 330,000 tested, 0.092% active; AID 2101;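 note: 0% = full enzyme activity and -100% = no enzyme basal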
# TDP1 cell noCPT: qHTS for Inhibitors of human tyrosyl-DNA phosphodiesterase 1 (TDP1): qHTS in cells in absence of CPT | DT40 Tdp1-/- hTDP1 cells, no CPT, ATP luminescence, 48 h | Potency, µM (doses to about 46.2 µM), inactives show top-dose activity change, negative = growth inhibition, usual class: inhibitors | 420,000 tested, 15% active; note: nearly all actives have a fitted effect of over 55% in size
#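 Growth kinetics read by CellTiter-Glo luminescence after ≥48 hr at 37 °C. Cells: DT40 Tdp1-/- stably carrying human TDP1, 400 per well, compound exposure in the absence of CPT (DMSO vehicle).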
# TDP1 inh: blocks human tyrosyl-DNA phosphodiesterase 1 | 350,000 tested, 0.28% active | Potency, µM (highest dose often 130 µM), for inactives: at the highest dose activity change, negative = inhibition, actives largely listed as inhibitors | recombinant TDP1, AlphaScreen DNA substrate cleavage | AID 485290; note: nearly all actives have a fitted effect of over 40% in size
# Target sequence (Q9NUW8 whole entry, looked up): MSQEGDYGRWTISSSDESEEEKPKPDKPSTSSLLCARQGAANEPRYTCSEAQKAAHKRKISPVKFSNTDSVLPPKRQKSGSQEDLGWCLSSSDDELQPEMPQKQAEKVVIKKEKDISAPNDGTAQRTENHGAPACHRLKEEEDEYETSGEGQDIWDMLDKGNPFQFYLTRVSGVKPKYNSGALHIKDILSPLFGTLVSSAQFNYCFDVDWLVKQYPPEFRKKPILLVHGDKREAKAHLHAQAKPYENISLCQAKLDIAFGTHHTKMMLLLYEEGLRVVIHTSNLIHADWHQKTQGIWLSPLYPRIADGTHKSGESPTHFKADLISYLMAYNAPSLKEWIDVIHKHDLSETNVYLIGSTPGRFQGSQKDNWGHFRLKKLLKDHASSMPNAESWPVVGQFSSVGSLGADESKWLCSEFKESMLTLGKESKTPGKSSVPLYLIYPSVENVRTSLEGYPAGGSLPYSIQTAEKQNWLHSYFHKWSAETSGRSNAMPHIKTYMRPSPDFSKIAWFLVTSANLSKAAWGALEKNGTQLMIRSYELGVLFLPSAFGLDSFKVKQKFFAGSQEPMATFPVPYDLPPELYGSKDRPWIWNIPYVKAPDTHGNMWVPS
#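 Tdp1 1 nM final; 15 min RT w/ cpd; substrate 15 nM, 5 min; beads 10 ug/ml, 10 min; AlphaScreen read. Neg ctrl: no enzyme.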
# The depositor's hits bear a star; ? = inconclusive; . = not tested or not shown; & = joins results of further samples; [ ] = dose if it differs, or a comment. Calls come from the whole dose curve; as a rule, active = well fitted curve in the direction sought with a large enough effect; inconclusive = small, poorly fitted or top-dose-only effect, or another doubt; inactive = no such curve, though single readings can be large; an effect the other way counts as inactive or inconclusive. Unless noted, % is set by controls: 0 for no effect and ±100 for the full control effect; potency is the fitted concentration of half-maximal effect.
SMILES,N370S GC,TDP1 cell noCPT,TDP1 inh
O=C(O)c1c(F)c(F)c(F)c(F)c1-c1ccc(Cl)cc1,4%[2.35 µM],-1%,3%
Cn1c(CNC(=O)C2CCCCC2)cc2cc(Cl)ccc21,1%,-17%,4%
O=C(N/N=C/c1cc([N+](=O)[O-])ccc1O)C1CC1,-4%,18µM*,6%
O=C(OCC(=O)N1CCCc2ccccc21)C1CCN(S(=O)(=O)c2cccs2)CC1,-4%,-1%,-2%
CCN(CC)C(=O)Cn1cc(SCC(=O)NCc2ccco2)c2ccccc21,-6%,-8%,1%
COC(C(=O)N/N=C/c1ccc(OCC(=O)N2CCOCC2)cc1)c1ccccc1 (configuration not stated),1%,-6%,2%[0.0935 µM]
CCOc1ccc(OCC)c(NC(=O)C2CCN(S(=O)(=O)c3cccnc3)CC2)c1,1%,-8%,4%
Cc1cccn2c(=O)c3cc(C(=O)NC(C)(C)C)n(C)c3nc12,.,18µM*,1%
CCCn1c(N)c(N(CCOC)C(=O)CCC2CCCCC2)c(=O)[nH]c1=O,.,-26%,0%
COc1ccc(CCNC(=O)C(CC(C)C)NC(N)=O)cc1 (configuration not stated),-4%,19%,0%
COc1cccc(-c2cc(C(=O)Nc3cc(C)nn3-c3ccccc3)no2)c1,3%,5%&-12%,-3%&6%
O=C(Cn1[nH]c(=O)c2ccccc2c1=O)Nc1cccc(S(=O)(=O)N2CCCCCC2)c1,?,?,7%
O=C(N/N=C/c1cccc2ccccc12)c1cccc(F)c1,13%,0%,-1%
Cc1sc2nc(SCC(=O)C(C)(C)C)n(Cc3ccco3)c(=O)c2c1C,27%,13µM*,-1%
COc1ccc(C(=O)N2CCCN(C)CC2)cc1S(=O)(=O)N1CCCc2ccccc21,5%,-5%,2%

# Looked up by structure from the entries so far (6):
SMILES,N370S GC,TDP1 cell noCPT,TDP1 inh
COc1ccc(CCNC(=O)C(CC(C)C)NC(N)=O)cc1 (configuration not stated),-4%,19%,0%
O=C(O)c1c(F)c(F)c(F)c(F)c1-c1ccc(Cl)cc1,4%[2.35 µM],-1%,3%
COc1cccc(-c2cc(C(=O)Nc3cc(C)nn3-c3ccccc3)no2)c1,3%,5%&-12%,-3%&6%
CCCn1c(N)c(N(CCOC)C(=O)CCC2CCCCC2)c(=O)[nH]c1=O,.,-26%,0%
Cc1sc2nc(SCC(=O)C(C)(C)C)n(Cc3ccco3)c(=O)c2c1C,27%,13µM*,-1%
Cc1cccn2c(=O)c3cc(C(=O)NC(C)(C)C)n(C)c3nc12,.,18µM*,1%

# (listing goes on)
SMILES,N370S GC,TDP1 cell noCPT,TDP1 inh
Cc1ccc(C(=O)OCC(=O)NNC(=O)c2ccccc2)c(O)c1,-3%,-5%,2%
O=S(=O)(c1ccc(N2CC=C(c3ccccc3)CC2)nc1)N1CCCC1,6%,18µM*,-2%
CC(C)CN(C(=O)c1cc(Cl)nc2ccccc12)C1CCS(=O)(=O)C1 (configuration not stated),?,6%,-2%
Cc1nc2ccc(Cl)cc2c(-c2ccccc2Cl)c1CC(=O)O,17%,-3%,0%
O=Nc1ccc(NOC(=O)c2ccccc2)cc1,12%,0%,-3%
CCc1ccc(-n2c(C)nnc2SCc2nc(-c3ccc(OC)cc3)no2)cc1,.,?,4%
O=C(O)/C=C/C(=O)NNC(=O)c1cc(-c2ccccc2)n[nH]1,-8%,-15%,-4%
COc1ccc2cc3cc(C(=O)NCCCN4CCC(C)CC4)oc3nc2c1,?,2.6µM*,-1%
Cn1c(=O)c2c(ncn2CC(=O)N/N=C/C(Br)=C/c2ccccc2)n(C)c1=O,-2%,3.7µM*,3%
COc1cccc(CN(C)C(=O)C(CCSC)NS(=O)(=O)c2ccc3c(c2)OCCO3)c1OC (configuration not stated),-1%,13µM*,-3%
CCN(Cc1cc(=O)[nH]c2ccccc12)C(=O)c1ccc(C)cc1,7%,?,.
CCOc1ccc(-n2c(=O)c3sccc3n(CC(=O)NCC3CCCO3)c2=O)cc1 (configuration not stated),-5%,5%,5%[0.0935 µM]
CC1=C(/C=C/C(=O)O)C(C)(C)CCC1,2%,1%,0%
CC1CCN(S(=O)(=O)c2ccccc2[N+](=O)[O-])CC1,1%,-25%,3%
CCOc1ccc(S(=O)(=O)N2CCN(Cc3ccc4c(c3)OCO4)CC2)cc1OCC,-13%,-8%,.

# The closing five compounds of the part before are carried over, then new ones follow.
SMILES,N370S GC,TDP1 cell noCPT,TDP1 inh
CCN(Cc1cc(=O)[nH]c2ccccc12)C(=O)c1ccc(C)cc1,7%,?,.
CCOc1ccc(-n2c(=O)c3sccc3n(CC(=O)NCC3CCCO3)c2=O)cc1 (configuration not stated),-5%,5%,5%[0.0935 µM]
CC1=C(/C=C/C(=O)O)C(C)(C)CCC1,2%,1%,0%
CC1CCN(S(=O)(=O)c2ccccc2[N+](=O)[O-])CC1,1%,-25%,3%
CCOc1ccc(S(=O)(=O)N2CCN(Cc3ccc4c(c3)OCO4)CC2)cc1OCC,-13%,-8%,.
Cn1c(Cn2c(=O)sc3ccccc32)nnc1SCC(=O)NCc1ccc2c(c1)OCO2,-6%,-3%,3%
COc1ccc(CN2CCC(=O)N(CCO)CC2)cc1OC,-21%,-1%&2%,.
C=CCNc1nnc(Cc2ccc(F)cc2)c(=O)[nH]1,0%,15%,-3%
CC(C)c1nc2cc(C(=O)NC(C)c3cnn(C)c3)ccc2o1 (configuration not stated),-10%,-1%,5%
C=CCNC(=S)/N=c1/ccccn1C,6%,1%,7%
COc1ccc2c(CC(=O)Nc3ccc(C)cc3)coc2c1,.,-21%,2%
CS(=O)(=O)N(Cc1ccc(C(=O)NCCSCc2ccco2)cc1)c1ccccc1,-2%,?,-8%
CS(=O)(=O)Cc1ccc(C(=O)NC2CCSc3ccccc32)cc1 (configuration not stated),-1%,2%,3%
O=C(c1cnc(N2CCN(c3ncccn3)CC2)c2ccccc12)N1CCN(c2ccccn2)CC1,-27%,?,3%
CO/N=C/CC(=O)c1ccc([N+](=O)[O-])c(CS(=O)(=O)c2ccc(Cl)cc2)c1,-11%,?,.
c1ccc(C2COC(c3cccs3)=N2)cc1 (configuration not stated),7%,1%,-7%
Cc1ccc(/C=N\NC(=O)c2csnn2)cc1,-12%,-13%,.
NC(=O)CC(NC(=O)c1ccccc1)c1ccc(NCc2ccccn2)c([N+](=O)[O-])c1 (configuration not stated),-20%,-7%,.
CC(=O)OC(C[N+]1(C)CCCCCC1)c1ccccc1 (configuration not stated),-2%,2%,.
O=C(Nc1cccc(S(=O)(=O)N2CCOCC2)c1)c1ccc(Cl)nc1,.,23µM*,1%
COc1ccc(NS(=O)(=O)c2cccc(C(=O)N/N=C/c3ccccn3)c2)cc1,-4%,3%,3%
COc1cccc2sc3ccc(C#CC4(O)CCCCC4)cc3c(=O)c12,-16%,?,.
COc1ccc(N(CC(=O)Nc2cc(Cl)ccc2C)S(=O)(=O)c2c(C)n[nH]c2C)cc1,-14%,5.2µM*,5%
O=Cc1c(NCCc2ccc(F)cc2)c2ccccc2[nH]c1=O,12%,?,.
O=C(COC(=O)C1CC1)NCCc1ccccc1,.,-2%,2%
COc1ccccc1C(=O)NNC(=O)c1ccc(F)cc1,-2%,-14%,-1%
CCC(C(=O)Nc1cc(C)on1)c1ccccc1 (configuration not stated),1%,-8%,3%
COc1ccc(OC)c(-c2cc(C(=O)Nc3c(C)n(C)n(-c4ccccc4)c3=O)no2)c1,-10%,-13%,2%
CCOC(=O)c1[nH]nc(-c2c(O)cc(C)cc2O)c1-c1csc(C)n1,-2%,20%,-1%
Cc1nn2c(nc1=O)SCC(c1ccccc1)=N2,-11%,4%,2%
CC[C@@H]1CC=C[C@H]2[C@H]1C(=O)N(Cc1ccccc1)[C@H]2c1ccoc1,23%,15µM*,2%
S=C1NCCNC(=S)NCCOCCOCCOCCN1,-4%,5%,3%
CCC(=O)N1CCc2cc(S(=O)(=O)NC(CC(C)C)C(=O)NCCc3ccccc3)ccc21 (configuration not stated),.,?,5%
O=C(NNC(=O)C1CCCO1)c1ccc(Br)cc1 (configuration not stated),1%,-1%,6%
O=C(Nc1ccc(C(=O)OCc2cc(=O)n3c4c(sc3n2)CCCC4)cc1)c1cccc(F)c1,.,?,4%
O=C(COC(=O)CNC(=O)C1CCCCC1)Nc1ccc2c(c1)OCCO2,2%,-3%,4%
COc1cc(C2C(=O)N(C3CCCCC3)CC(=O)N2CCC2=CCCCC2)ccc1OC(C)C (configuration not stated),.,-12%,8%
Cc1c(C(=O)N(Cc2ccc(N(C)C)cc2)C2CCS(=O)(=O)C2)oc2ccccc12 (configuration not stated),4%,?,11%
CC1CCCCN1C(=O)Cn1c(SCC(=O)N(C)c2ccccc2)nc2ccccc21 (configuration not stated),.,?,6%
Cc1nnc(SCc2cc([N+](=O)[O-])cc3c2OCOC3)n(N)c1=O,1%,1%,-3%
O=C(Nn1cnnc1)c1cc2c(s1)CCCCC2,0%,-10%,-4%
COc1ccc(OCC(=O)Nc2ccc(N3CCOCC3)cc2)c([N+](=O)[O-])c1,-1%,-6%,6%
COc1ccc(-c2noc3c2-c2nc(-c4ccccc4F)sc2CC3)cc1,4%,?,.
Cc1ccc2nc(SCC(=O)N3CC(C)OC(C)C3)nc(=O)n2c1 (configuration not stated),-2%,?,-4%
Oc1ccc(-c2nnc(Nc3cccc(O)c3)c3ccccc23)cc1,?,-1%,7%
CC(C)(C)c1ccc(C(=O)Nc2ccc(C=C(C#N)C#N)cc2)cc1,20%,12µM*,7%
COc1cccc(CN(C)C(=O)CN2C(=O)NC(c3ccccc3)(c3ccccc3)C2=O)c1,.,-23%,2%
CCc1ccc(NC(=O)CNC(=O)[C@@H]2Cc3ccccc3CN2C(=O)OC(C)(C)C)cc1,20%,?,3%
CC(=O)c1c(O)cc(O)cc1O,3%,-25%&-23%,-4%[56.1 µM]
O=C(CN1C(=O)/C(=C/c2cccc(Br)c2)SC1=S)Nc1cccnc1,?,-14%,6%

# Some of the entries so far, with two lines to a compound.
# Second line of a record: N370S GC	TDP1 cell noCPT	TDP1 inh
- COc1ccc(OCC(=O)Nc2ccc(N3CCOCC3)cc2)c([N+](=O)[O-])c1
→ -1%	-6%	6%
- CC(=O)c1c(O)cc(O)cc1O
→ 3%	-25%&-23%	-4%[56.1 µM]
- O=C(CN1C(=O)/C(=C/c2cccc(Br)c2)SC1=S)Nc1cccnc1
→ ?	-14%	6%
- Oc1ccc(-c2nnc(Nc3cccc(O)c3)c3ccccc23)cc1
→ ?	-1%	7%
- O=C(COC(=O)CNC(=O)C1CCCCC1)Nc1ccc2c(c1)OCCO2
→ 2%	-3%	4%
- Cc1nnc(SCc2cc([N+](=O)[O-])cc3c2OCOC3)n(N)c1=O
→ 1%	1%	-3%
- COc1cc(C2C(=O)N(C3CCCCC3)CC(=O)N2CCC2=CCCCC2)ccc1OC(C)C (configuration not stated)
→ .	-12%	8%

# The list goes on.
SMILES,N370S GC,TDP1 cell noCPT,TDP1 inh
CNc1ncnc2ccc(-c3cccc(NS(C)(=O)=O)c3)cc12,-22%,18µM*,6%[56.1 µM]
COc1ccccc1NCCC(=O)OCC(=O)Nc1ccccc1F,.,-18%,2%
CC(NC(=O)c1ccc(N)cc1)c1ccccc1 (configuration not stated),10%,3%,-4%
CCOc1ccccc1OCCNC1CCCC1,2%,?,-3%
COc1cccc(C2(O)CCN(C(=O)c3cccs3)CC2)c1,8%,-7%,0%
c1ccc(-c2nnc(OCCN3CCOCC3)c3ccccc23)cc1,0%,?,7%
CCOc1ccc(/C=N\NC(=O)CC(=O)NCCc2ccccc2)cc1,-6%,5%,1%
COC(=O)c1ccc(NC(=O)c2cc[n+]([O-])cc2)cc1,-2%,?,.
Cc1ccc2c(c1)[nH]c1c(N3CCN(Cc4ccc5c(c4)OCO5)CC3)ncnc12,-1%,.,9%
CCN(CC)CCCNC(=S)N(Cc1cccs1)Cc1cc2cc3c(cc2[nH]c1=O)OCCO3,-1%,?,8%
CCCCNC(=O)NC1(C(F)(F)F)Oc2ccccc2O1,4%,?,5%
CCOC(=O)c1c(NC(=O)CSc2cccc[n+]2[O-])sc(C(=O)Nc2ccccc2)c1C,1%,18µM*,0%
O=[N+]([O-])c1cccc(C2(O)COc3ccccc3O2)c1 (configuration not stated),-7%,-10%,.
CCOC(=O)c1ccc(NC(=S)NC(=O)C2CCCC2)cc1,-8%,-7%,-2%
Cc1cccc(Cn2c(CN3CCN(Cc4ccccc4)CC3)nc3c2c(=O)[nH]c(=O)n3C)c1,-4%,?,1%
COc1cc(NC(=O)C2CCCCC2)c(OC)cc1NC(=O)c1ccco1,7%,?,3%
O=C(C[C@H]1C(=O)N(C2CCCCC2)C[C@@H]1Cc1ccccc1)Nc1ccccc1,-3%,16µM*,.
Cc1cccc2cc(COC(=O)C3CCCCC3)c(=O)[nH]c12,3%,-19%,1%
COc1ccc(CNC(=O)CCc2c(C)nn(-c3ccc(N4CCOCC4)nn3)c2C)c(OC)c1,.,4%,7%

# Only part of the results is shown, so the mix of outcomes need not match the whole.
